hIAP activ: increases human intestinal alkaline phosphatase activity; P09923; purified human IAP, CDP-Star luminescence, 30 min; stronger effect = higher value; 1 = vehicle-only enzyme, 0 = enzyme-free background; activation factor at 10 µM; hit rate 0.16% among 330,000; AID 2524;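 active means activation factor of the enzyme at least 2-fold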; further: the source names both 10 and 20 µM as test concentration; values of inactives mirror those of a sister screen read the other way
TIM10 inh: TIM10 yeast growth inhibition; hit rate 1.4% among 330,000; inhibition, % at 10 µM; S. cerevisiae TIM10 strain growth, BacTiter-Glo luminescence, 24 h;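 active means inhibition of 40% or more at the single tested concentration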;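 further: wild-type TIM10 isogenic control strain grown at permissive 25 °C; 0% = DMSO yeast wells and 100% = minimal medium wells without yeast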
mIAP activ: mouse IAP activation. hit rate 0.24% among 330,000. activation factor at 10 µM. muIAP, CDP-Star luminescence, 30 min; stronger effect = higher value; 1 = vehicle-only enzyme signal, 0 = enzyme-free wells;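 active means activation factor of at least 2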; further: the source names both 10 and 20 µM as test concentration; values of inactives mirror those of a sister screen read the other way
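Assay system: mouse IAP enzyme; Reagent: CDP-Star chemiluminescent phosphatase substrate; Compound: DMSO-dissolved test compounds; Incubation: 30 min, room temperature; Technique: luminescence from enzymatic CDP-Star hydrolysis; Controls: DMSO-only wells and no-enzyme negative control.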
Apaf1 inhib: blocks human Apaf-1 apoptosome activity | O14727 | reconstituted apoptosome caspase-3 activity, DEVD-Rh110 fluorescence | inhibition, % at 20 µM | hit rate 0.71% among 330,000 | AID 489030; active means inhibition of at least 40% at 20 µM;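 further: plate controls were DMSO wells for no effect and DEVD-CHO caspase inhibitor wells for full effect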
Target sequence (O14727 whole entry, looked up): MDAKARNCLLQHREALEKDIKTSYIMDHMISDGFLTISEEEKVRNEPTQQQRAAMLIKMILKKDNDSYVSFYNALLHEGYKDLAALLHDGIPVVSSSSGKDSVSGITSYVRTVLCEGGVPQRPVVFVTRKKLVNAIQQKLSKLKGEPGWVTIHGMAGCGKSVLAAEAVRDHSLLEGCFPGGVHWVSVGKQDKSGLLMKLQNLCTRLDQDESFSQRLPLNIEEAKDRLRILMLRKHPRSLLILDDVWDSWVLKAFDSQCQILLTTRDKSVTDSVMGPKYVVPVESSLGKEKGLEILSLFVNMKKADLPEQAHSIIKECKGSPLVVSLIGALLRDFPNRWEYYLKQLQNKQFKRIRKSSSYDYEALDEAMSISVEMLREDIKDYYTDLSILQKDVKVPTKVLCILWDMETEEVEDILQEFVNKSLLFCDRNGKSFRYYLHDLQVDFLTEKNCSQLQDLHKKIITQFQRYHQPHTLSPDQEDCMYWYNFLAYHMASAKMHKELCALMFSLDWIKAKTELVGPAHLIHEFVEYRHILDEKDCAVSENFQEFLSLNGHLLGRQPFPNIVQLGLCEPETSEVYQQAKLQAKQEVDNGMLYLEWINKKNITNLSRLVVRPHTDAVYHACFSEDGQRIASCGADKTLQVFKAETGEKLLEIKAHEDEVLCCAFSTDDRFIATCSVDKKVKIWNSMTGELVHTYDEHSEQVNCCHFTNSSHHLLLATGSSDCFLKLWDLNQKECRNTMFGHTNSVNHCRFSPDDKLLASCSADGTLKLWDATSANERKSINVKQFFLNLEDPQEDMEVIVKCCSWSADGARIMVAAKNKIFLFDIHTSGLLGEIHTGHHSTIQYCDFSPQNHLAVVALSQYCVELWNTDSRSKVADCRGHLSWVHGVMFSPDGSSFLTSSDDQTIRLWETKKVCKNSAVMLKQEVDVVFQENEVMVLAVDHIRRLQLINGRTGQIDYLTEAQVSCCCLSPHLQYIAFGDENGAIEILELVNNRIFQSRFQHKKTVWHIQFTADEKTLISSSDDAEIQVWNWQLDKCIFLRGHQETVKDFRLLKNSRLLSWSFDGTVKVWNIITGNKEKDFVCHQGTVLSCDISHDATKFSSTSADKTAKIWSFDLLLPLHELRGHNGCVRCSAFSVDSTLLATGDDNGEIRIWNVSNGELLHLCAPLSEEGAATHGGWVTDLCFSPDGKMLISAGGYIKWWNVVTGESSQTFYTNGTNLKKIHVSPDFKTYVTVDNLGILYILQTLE
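Assay system: Apoptosome proteins | Medium: pH 7.5 Hepes buffer with CHAPS, BSA, DTT | Also added: Cytochrome c and DEVD-Rh110 substrate | Times: 30 min plus 50 min, RT | Detection: Rhodamine 110 fluorescence at Ex 480/Em 540 nm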
tim10-1 inh: tim10-1 yeast growth inhibition. S. cerevisiae tim10-1 ts strain growth, BacTiter-Glo, 24 h. inhibition, % at 20 µM. hit rate 2.2% among 330,000;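 active means inhibition of at least 40%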;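 further: mutant grown at 25 °C; 0% = DMSO wells with yeast and 100% = wells holding no yeast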
ATG4B inh: inhibitors of human ATG4B cysteine protease; inhibition, % at 8.33 µM; Q9Y4P1; ATG4B cleavage of LC3-PLA2, NBD-HPC fluorescence, 1 h; hit rate 0.51% among 340,000; in the data active means inhibition above about 40%
hIAP block: human IAP inhibition; P09923; purified IAP, CDP-Star luminescence, 30 min; inhibition, % at 10 µM; hit rate 0.12% among 330,000; AID 2544;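 active means inhibition reaching a set limit with compound at 10 µM in the primary screen, cut at about 35% in these data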;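 further: plate controls were DMSO wells with enzyme for no effect and no-enzyme buffer wells for full effect; values of inactives mirror those of a sister screen read the other way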
NALP3 yeast inh: NALP3 inhibition in yeast; Yeast reconstituted NLRP3/ASC/caspase-1, beta-gal luminescence, 24 h; inhibition, % at 10 µM; hit rate 0.39% among 330,000;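 active means inhibition of 50% or more; inactive means inhibition below 50%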;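 further: plate controls were induced DMSO wells for no effect and uninduced yeast grown without galactose for full effect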
mIAP block: blocks mouse intestinal alkaline phosphatase; purified mouse IAP, CDP-Star luminescence, 30 min; inhibition, % at 10 µM; hit rate 0.2% among 330,000; AID 2806;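 active means inhibition of at least 40% at 10 µM in the primary screen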;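 further: plate controls were DMSO with enzyme for no effect and no enzyme wells for full effect; values of inactives mirror those of a sister screen read the other way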
Numbers without * were called inactive; · = no result given.

Letters: A = hIAP activ; B = TIM10 inh; C = mIAP activ; D = Apaf1 inhib; E = tim10-1 inh; F = ATG4B inh; G = hIAP block; H = NALP3 yeast inh; I = mIAP block
(1) O=S(=O)(c1cccc2ccccc12)n1nnc2ccccc21
  A = 0.94 | B = 7 | C = 0.95 | D = 0 | E = 2 | F = -10 | G = 6 | H = 15 | I = 5

(2) O=C(Nc1ccccc1Cl)Oc1ccc2ccccc2c1
  A = 1 | B = 0 | C = 1 | D = 0 | E = 29 | F = · | G = -2 | H = 3 | I = -4

(3) CC(=O)c1cc(C#N)c(SCc2ccc([N+](=O)[O-])cc2)nc1C
  A = 0.97 | B = 1 | C = 0.9 | D = -15 | E = 9 | F = -1 | G = 3 | H = -2 | I = 10

(4) O=C(NNC(=O)c1n[nH]c(=O)c2ccccc12)c1ccc(Br)cc1
  A = 2.1* | B = -19 | C = 0.85 | D = -3 | E = -19 | F = -2 | G = -113 | H = -11 | I = 15

(5) CC(C)(C)c1ccc(N2C(=O)CSC2c2cccnc2)cc1 (stereo not given)
  A = 1 | B = 1 | C = 1.1 | D = -13 | E = -9 | F = 4 | G = 0 | H = 2 | I = -8

(6) CCOc1nc(Nc2ccc(OC)c(Cl)c2)nc(OCC)n1
  A = 0.93 | B = 15 | C = 1 | D = -1 | E = 25 | F = -1 | G = 8 | H = 20 | I = 0

(7) CCN(CC(=O)Nc1ccccc1Br)Cc1nc2ccccc2c(=O)[nH]1
  A = 1.7 | B = -15 | C = 1.1 | D = 1 | E = -1 | F = 12 | G = -66 | H = 13 | I = -13

(8) CCCCNC(=O)c1onc(CSc2cc(C)ccc2C)c1C(=O)O
  A = 1 | B = 3 | C = 0.97 | D = -8 | E = -7 | F = 2 | G = -3 | H = 5 | I = 3

(9) Cc1ccsc1/C=N/NC(=O)Cn1nc(C)c([N+](=O)[O-])c1C
  A = 1.1 | B = -2 | C = 1.1 | D = 0 | E = 2 | F = 17 | G = -10 | H = 12 | I = -13

(10) CC1CCCN(CCCOc2ccc([N+](=O)[O-])cc2)C1 (stereo not given)
  A = 1.1 | B = -17 | C = 0.99 | D = 1 | E = 14 | F = -2 | G = -13 | H = 17 | I = 1

(11) C/C(=N/NC(=O)c1cc2ccccc2cc1O)C1C(=O)c2ccccc2C1=O
  A = 1.4 | B = 20 | C = 0.64 | D = 13 | E = 47* | F = 49* | G = -44 | H = 13 | I = 36

(12) Cc1ccc(/C=N/n2cc(-c3ccccc3)[nH]c2=S)s1
  A = 0.87 | B = 41* | C = 0.86 | D = -11 | E = 24 | F = -9 | G = 13 | H = 40 | I = 14

(13) CC(NC(=O)CN(C)S(=O)(=O)c1ccc2c(c1)c(=O)n(C)c(=O)n2C)c1ccccc1 (stereo not given)
  A = 1.1 | B = 4 | C = 1 | D = -4 | E = -8 | F = 1 | G = -12 | H = 8 | I = -1

(14) Cc1cc2oc(C(=O)N(Cc3ccco3)C3CCS(=O)(=O)C3)cc(=O)c2cc1Cl (stereo not given)
  A = 1.3 | B = 26 | C = 1.1 | D = 14 | E = 14 | F = -6 | G = -27 | H = 6 | I = -6

(15) CCOCCCNCc1cc(Cl)cc(Cl)c1OCC
  A = 1 | B = 5 | C = 1 | D = 1 | E = 3 | F = -1 | G = -4 | H = -2 | I = 0

(16) Cc1ccc(OC(=O)c2ccc3c(=O)n4c(nc3c2)CCC4)cc1
  A = 1.1 | B = 12 | C = 0.99 | D = 4 | E = 14 | F = 3 | G = -5 | H = 24 | I = 1

(17) Cc1onc(-c2c(Cl)cccc2Cl)c1C(O)c1ccccc1 (stereo not given)
  A = 1.1 | B = 10 | C = 0.98 | D = 6 | E = 15 | F = -4 | G = -14 | H = 37 | I = 2

(18) O=C(Nc1cccc(C(=O)N2CCOCC2)c1)c1cccnc1
  A = 0.84 | B = -4 | C = 1 | D = -20 | E = 11 | F = -3 | G = 16 | H = 4 | I = 0

(19) CC1(NC(=S)Nc2ccccc2)CCS(=O)(=O)C1 (stereo not given)
  A = 1.1 | B = 7 | C = 0.92 | D = -7 | E = -1 | F = -10 | G = -8 | H = 8 | I = 8

(20) CN(C)S(=O)(=O)c1c(Cl)cccc1Cl
  A = 1.1 | B = -6 | C = 0.85 | D = -3 | E = 5 | F = 0 | G = -11 | H = 7 | I = 15

(21) CCOc1ccc(/C(O)=C2/C(=O)C(=O)N(c3ncccn3)C2c2ccc(Cl)cc2)cc1 (stereo not given)
  A = 0.93 | B = -2 | C = 0.97 | D = -15 | E = 5 | F = 8 | G = 7 | H = 12 | I = 3

(22) CCC(C)(C)C1CCc2[nH]nc(C(=O)NCC3CC3)c2C1 (stereo not given)
  A = 1.5 | B = 35 | C = 1.1 | D = 18 | E = 40 | F = -10 | G = -54 | H = 9 | I = -13

(23) Cc1ccnc(NC(=O)c2ccc(Br)s2)c1
  A = 0.89 | B = 17 | C = 0.92 | D = 4 | E = 29 | F = -4 | G = 11 | H = 33 | I = 8

(24) CCC(=O)c1ccccc1OCCCn1cncn1
  A = 0.92 | B = -6 | C = 1 | D = 6 | E = 0 | F = -2 | G = 8 | H = -1 | I = -1

(25) N#CC1C(=O)NC(N2CCN(c3ccccc3)CC2)=NC12CCCCC2 (stereo not given)
  A = 0.88 | B = -1 | C = 0.98 | D = -2 | E = 10 | F = -12 | G = 12 | H = -3 | I = 2

Taken from above.
compound 20 – ATG4B inh: 0
compound 16 – Apaf1 inhib: 4

Grouped by structure: the entries above containing an aryl thioether with sulfur outside any ring.
Letters: A = hIAP activ; B = TIM10 inh; C = mIAP activ; D = Apaf1 inhib; E = tim10-1 inh; F = ATG4B inh; G = hIAP block; H = NALP3 yeast inh; I = mIAP block
(3) CC(=O)c1cc(C#N)c(SCc2ccc([N+](=O)[O-])cc2)nc1C
  A = 0.97 | B = 1 | C = 0.9 | D = -15 | E = 9 | F = -1 | G = 3 | H = -2 | I = 10

(8) CCCCNC(=O)c1onc(CSc2cc(C)ccc2C)c1C(=O)O
  A = 1 | B = 3 | C = 0.97 | D = -8 | E = -7 | F = 2 | G = -3 | H = 5 | I = 3

Next part:
Letters: A = hIAP activ; B = TIM10 inh; C = mIAP activ; D = Apaf1 inhib; E = tim10-1 inh; F = ATG4B inh; G = hIAP block; H = NALP3 yeast inh; I = mIAP block
(26) Cc1cccc(CSC2=CS(=O)(=O)c3ccccc3N2)c1
  A = 1 | B = -1 | C = 1.2 | D = 6 | E = 8 | F = 20 | G = -5 | H = 13 | I = -20

(27) Cc1ccc(S(=O)(=O)/C(C#N)=C/c2c(N3CC(C)OC(C)C3)nc3c(C)cccn3c2=O)cc1 (stereo not given)
  A = 0.8 | B = 24 | C = 0.9 | D = 20 | E = 19 | F = 44* | G = 20 | H = 10 | I = 10

(28) CNC(=S)Nc1ccc([N+](=O)[O-])cc1
  A = 1 | B = -2 | C = 0.92 | D = 9 | E = 8 | F = -3 | G = 0 | H = 24 | I = 8

(29) CC1(C)CC(=O)C=C(C(=O)N2CCCC(C(=O)c3cccc(C(F)(F)F)c3)C2)O1 (stereo not given)
  A = 1.8 | B = 8 | C = 0.97 | D = 7 | E = 27 | F = -9 | G = -82 | H = 23 | I = 3

(30) c1ccc(-n2cccc2CNC2CCCCC2)cc1
  A = 0.88 | B = 0 | C = 0.97 | D = -9 | E = 7 | F = 4 | G = 12 | H = 13 | I = 3

(31) COC(=O)c1ccc(COC(=O)C(CCS(C)(=O)=O)N2C(=O)c3ccccc3C2=O)cc1 (stereo not given)
  A = 0.95 | B = 9 | C = 1 | D = 0 | E = 8 | F = -9 | G = 5 | H = 11 | I = -2

(32) CC(=O)Nc1cccc(NC(=O)c2cc3ccccc3o2)c1
  A = 1 | B = 1 | C = 1 | D = 11 | E = 11 | F = -5 | G = -2 | H = 16 | I = 0

(33) COc1ccc(/C=C/C(=O)NC(=S)NNC(=O)c2cccnc2)cc1
  A = 1.6 | B = 19 | C = 0.85 | D = -14 | E = 22 | F = -7 | G = -55 | H = 17 | I = 15

(34) CC(C)Nc1nc(-c2ccccc2)nc(-n2ccnc2)n1
  A = 1.1 | B = 29 | C = 0.95 | D = 17 | E = 41* | F = -10 | G = -7 | H = 2 | I = 5

(35) Cc1ccc(OCC(=O)Nc2sc3c(c2C#N)CCC3)cc1C
  A = 1.2 | B = -8 | C = 0.98 | D = 14 | E = -11 | F = -5 | G = -23 | H = 14 | I = 2

(36) COc1ccc(NC(=O)N2CCC(C(=O)c3ccc(F)cc3)CC2)cc1
  A = 1.1 | B = 11 | C = 1 | D = 15 | E = 1 | F = -11 | G = -7 | H = 26 | I = -4

(37) Cc1cccc(N2CCN(C(=O)c3csc4ccccc34)CC2C)c1 (stereo not given)
  A = 1.2 | B = -2 | C = 1.1 | D = 12 | E = 18 | F = -10 | G = -15 | H = 7 | I = -15

(38) O=C(C(=O)N1CCOCC1)c1cn(CC(=O)N2CCc3ccccc3C2)c2ccccc12
  A = 0.85 | B = 12 | C = 0.92 | D = -27 | E = 3 | F = 0 | G = 14 | H = 7 | I = 8

(39) Cc1ccc(-c2nc3ccccc3c(C(=O)NCc3cccs3)c2C)cc1
  A = 1.1 | B = 16 | C = 0.87 | D = 1 | E = 27 | F = 1 | G = -7 | H = 30 | I = 13

(40) CC(=O)N(Cc1cc(=O)[nH]c2ccccc12)c1cccc(C)c1
  A = 1 | B = -21 | C = 1 | D = 9 | E = 6 | F = -2 | G = -4 | H = 16 | I = -3

(41) CN1C(=O)C2(c3ccccc31)c1c(oc3ccccc3c1=O)C(=O)N2CCCO (stereo not given)
  A = 0.9 | B = 8 | C = 0.9 | D = -12 | E = -10 | F = -12 | G = 10 | H = 16 | I = 10

(42) Cc1ccc(CNC(=O)CS(=O)(=O)c2cn(CC(=O)N3CCOCC3)c3ccccc23)cc1
  A = 1.1 | B = 9 | C = 0.96 | D = 2 | E = 9 | F = 4 | G = -10 | H = 4 | I = 4

(43) Brc1ccc2nc(-c3c[nH]c4ccccc34)cn2c1
  A = 0.88 | B = 10 | C = 1 | D = 4 | E = 18 | F = -8 | G = 12 | H = 34 | I = -4

(44) Cn1c(=O)c2cn(Cc3ccc(Cl)cc3)cc2n(C)c1=O
  A = 1 | B = -22 | C = 1 | D = 1 | E = 8 | F = -1 | G = -4 | H = 22 | I = -3

(45) COc1ccc(Cc2nc(C)cc(Cl)n2)cc1[N+](=O)[O-]
  A = 0.66 | B = 42* | C = 0.97 | D = -12 | E = -4 | F = -2 | G = 34 | H = 17 | I = 2

3 structures out of the list, ordered by length of the SMILES, ascending:
Letters: A = hIAP activ; B = TIM10 inh; C = mIAP activ; D = Apaf1 inhib; E = tim10-1 inh; F = ATG4B inh; G = hIAP block; H = NALP3 yeast inh; I = mIAP block
(45) COc1ccc(Cc2nc(C)cc(Cl)n2)cc1[N+](=O)[O-]
  A = 0.66 | B = 42* | C = 0.97 | D = -12 | E = -4 | F = -2 | G = 34 | H = 17 | I = 2

(33) COc1ccc(/C=C/C(=O)NC(=S)NNC(=O)c2cccnc2)cc1
  A = 1.6 | B = 19 | C = 0.85 | D = -14 | E = 22 | F = -7 | G = -55 | H = 17 | I = 15

(41) CN1C(=O)C2(c3ccccc31)c1c(oc3ccccc3c1=O)C(=O)N2CCCO (stereo not given)
  A = 0.9 | B = 8 | C = 0.9 | D = -12 | E = -10 | F = -12 | G = 10 | H = 16 | I = 10

From PubChem

This is a random part of the collection; about 4.5% have a hit in one of these screens.
